Compound activity: PubChem, National Center for Advancing Translational Sciences (NCATS)
POLK inh = DNA polymerase kappa (human) inhibition; Q9UBT6; 0.53% of 400,000 active; purified Pol kappa, fluorescent DNA synthesis assay, 10 min; AID 588579; Potency, µM (highest dose often 107 µM), for the others: at the highest dose activity, negative = inhibition, actives largely listed as inhibitors; further: on the % scale 0 is the no-effect control and ±100 the full control effect
Target sequence (Q9UBT6 whole entry, looked up): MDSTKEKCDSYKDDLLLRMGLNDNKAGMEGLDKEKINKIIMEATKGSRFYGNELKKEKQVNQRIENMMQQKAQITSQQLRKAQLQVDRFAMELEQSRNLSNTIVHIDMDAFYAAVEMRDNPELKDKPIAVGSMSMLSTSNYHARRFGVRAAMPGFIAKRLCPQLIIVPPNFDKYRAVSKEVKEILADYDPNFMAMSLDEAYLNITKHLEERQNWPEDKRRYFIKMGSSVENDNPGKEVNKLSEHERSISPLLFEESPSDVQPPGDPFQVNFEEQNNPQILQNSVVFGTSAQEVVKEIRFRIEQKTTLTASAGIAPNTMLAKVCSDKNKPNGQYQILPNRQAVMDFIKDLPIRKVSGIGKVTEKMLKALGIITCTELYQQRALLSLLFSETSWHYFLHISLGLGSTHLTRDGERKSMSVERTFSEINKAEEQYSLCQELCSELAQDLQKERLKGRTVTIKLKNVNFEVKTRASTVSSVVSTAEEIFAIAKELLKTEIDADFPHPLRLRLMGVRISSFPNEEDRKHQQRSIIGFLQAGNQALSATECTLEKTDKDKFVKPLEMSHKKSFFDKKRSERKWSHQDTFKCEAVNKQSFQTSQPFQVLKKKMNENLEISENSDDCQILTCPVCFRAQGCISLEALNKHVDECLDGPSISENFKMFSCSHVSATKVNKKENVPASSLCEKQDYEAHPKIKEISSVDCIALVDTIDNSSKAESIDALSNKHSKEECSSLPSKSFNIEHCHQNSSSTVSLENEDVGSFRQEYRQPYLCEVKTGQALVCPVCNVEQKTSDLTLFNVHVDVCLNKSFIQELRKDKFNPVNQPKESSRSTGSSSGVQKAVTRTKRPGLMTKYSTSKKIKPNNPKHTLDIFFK
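Inhibition of 10 nM Pol kappa is measured by a fluorescent read-out at 0 and 10 min following addition of 50 nM substrate (final), with a 15-min room-temperature compound preincubation.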
Pol iota inh = inhibitors of human DNA polymerase iota; AID 588590; Pol iota fluorescent replication assay, 10 min; 1% of 390,000 active; Potency, µM (top dose mostly 115 µM), without a hit: at the top dose activity, negative = inhibition, actives largely listed as inhibitors
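Pol iota at 10 nM preincubated 15 min with compounds at room temperature; reaction started with fluorescent substrate, 50 nM final. Fluorescence read kinetically at 0 and 10 min; buffer-only wells as negative control.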
* marks the source's active call; other numbers are inactive results; ? = inconclusive; [ ] = dose if it differs, or a comment. The call rests on the fitted dose curve; in most records, active means well fitted inhibition curve with a large enough effect; inconclusive means small, poorly fitted or top-dose-only effect, or another doubt; inactive means no such curve, though single readings can be large or run the other way. Potency means the concentration at half of the fitted maximal effect. Only part of the results is shown; rates above refer to the full screens.

(1) Cc1cc(/C=C2\C=Cc3ccccc32)ccc1N(C)C
(2) COc1cc2nc(N3CCCN(C)CC3)nc(N3CCN(C)CC3)c2cc1OC
(3) CCOC(=O)/C=C1\CN(Cc2ccc(OC)cc2)S(=O)(=O)c2ccc(C(F)(F)F)cc21
(4) COc1ccccc1CC(=O)NO
(5) CN(C)c1ccc(/C=C2\C(=O)/C(=C\c3ccc(N(C)C)cc3)c3ccccc32)cc1

entry no.,1,2,3,4,5
POLK inh,5.6%,-23.0%,-26.6%,-3.9%,-10.9%
Pol iota inh,-7.8%,?,?,18.5%,6.0%

(6) CC(=O)Nc1ccc(/C=C2\C=Cc3ccccc32)cc1
(7) COC(=O)C1=C(C(=O)OC)[C@]2([C@H]3C/C=C\CN[C@@H](Cc4ccccc4)C(=O)N3Cc3ccccc3)C=C[C@H]1O2
(8) CC(=O)c1ccc(NC(=O)c2cnn3c2NC(=C2CC2)C=C3C(F)F)cc1
(9) CN(C)c1ccc(N=Cc2ccncc2)cc1
(10) O=[N+]([O-])c1ccc2c(c1)C=CC2

entry no.,6,7,8,9,10
POLK inh,-3.8%,3.1%,3.4%,-19.1%,79.4µM*
Pol iota inh,-1.1%,4.1%,5.0%,?,79.4µM*

(11) CN(C)c1ccc(/C=C2\C=Cc3ccccc32)cc1F
(12) O=[N+]([O-])c1ccccc1/C=C1\C=Cc2ccccc21
(13) O=C1c2ccccc2C(=O)c2cc(Cn3cc(-c4cccc(C(F)(F)F)c4)nn3)ccc21
(14) O=C(C[n+]1cccc(Br)c1)c1ccc(Br)cc1
(15) Cc1cnc2ccc(I)cc2c1/C=C/c1ccc(N(C)C)cc1

entry no.,11,12,13,14,15
POLK inh,-23.2%,-2.5%,-7.1%,-35.2%,-39.4%
Pol iota inh,-19.2%,73.3%[activator],6.1%,?,-22.3%

(16) CCCCCCNc1ccc(/C=C/c2ccnc3ccccc23)cc1
(17) Cc1[nH]c2ccccc2c1/C=C/c1c[nH]c2ccccc12
(18) CCCNc1nc(Nc2ccc([N+](=O)[O-])cc2)nc(N2CCOCC2)n1
(19) C1=Cc2ccccc2/C1=C/c1ccc2c(c1)OCO2
(20) Cc1sc2ccccc2[n+]1CCc1ccccc1

entry no.,16,17,18,19,20
POLK inh,-22.0%,-5.2%,11.0%,-12.4%,-12.9%
Pol iota inh,7.9%,-2.5%,17.1%,16.3%,?

(21) Cc1csc(NCC(=O)c2c(C)[nH]c3ccccc23)n1
(22) Cn1c(SCC(=O)NCc2ccco2)nnc1-c1cccc(NC(=O)c2ccccc2)c1
(23) COc1ccc(CC(=O)NO)cc1
(24) CC1(C)CC(=O)c2cc(C(=O)NCc3ccccc3)c(=O)[nH]c2C1
(25) O=C1C[C@H]2C=CCc3cccc(c32)CN1Cc1ccc(Cl)cc1

entry no.,21,22,23,24,25
POLK inh,-1.7%,10.7%,-5.3%,-5.4%,-13.4%
Pol iota inh,-5.1%,24.8%,-29.6%,-3.1%,8.9%

Profiles, quoted from the list. Screens in order: POLK inh, Pol iota inh
Shown for Cc1csc(NCC(=O)c2c(C)[nH]c3ccccc23)n1 = -1.7%, -5.1%
Shown for O=C1C[C@H]2C=CCc3cccc(c32)CN1Cc1ccc(Cl)cc1 = -13.4%, 8.9%

Additional records follow:
(26) C1=Nc2ccccc2/C1=C/c1ccccc1
(27) Cc1c(O)c2c(c(C(=O)/C=C/c3ccccc3)c1O)OC(C)(C)C=C2
(28) CCc1ccc(NC(=O)CSc2nnc(-c3ccc(N)cc3)n2C)cc1
(29) Brc1cccc[n+]1Cc1ccc(C[n+]2ccccc2Br)cc1
(30) C=C[C@@H]1c2cc(C)ccc2N(S(=O)(=O)c2ccc(C)cc2)[C@H](c2ccc(C(=O)OC)cc2)C1(C#N)C#N

entry no.,26,27,28,29,30
POLK inh,-2.3%,-19.9%,-18.0%,0.4%,-4.3%
Pol iota inh,13.5%,-24.2%,22.3%,-2.5%,11.7%

(31) COc1cc2ncnc(N3CCN(C(=O)Nc4ccc(Oc5ccccc5)cc4)CC3)c2cc1OC
(32) O=C(O[C@H]1[C@H](Cc2ccccc2)NS(=O)(=O)[C@H]2C[C@@H]3C=C[C@]12O3)c1ccccc1Br
(33) CN(C)c1ccc(/C=C/c2sc3ccccc3[n+]2Cc2ccccc2)cc1
(34) CCCCCCCCCCCCCCCC[n+]1ccc(C)cc1
(35) COc1cc2c(NC3CCN(C)CC3)nc(N3CCCN(C)CC3)nc2cc1O

entry no.,31,32,33,34,35
POLK inh,-18.1%,-3.1%,?,-13.9%,-26.8%
Pol iota inh,15.7%,14.6%,79.4µM*,12.2%,16.0%

Reformatted field by field: four of the compounds above.
#31 COc1cc2ncnc(N3CCN(C(=O)Nc4ccc(Oc5ccccc5)cc4)CC3)c2cc1OC
  POLK inh: -18.1%
  Pol iota inh: 15.7%
#32 O=C(O[C@H]1[C@H](Cc2ccccc2)NS(=O)(=O)[C@H]2C[C@@H]3C=C[C@]12O3)c1ccccc1Br
  POLK inh: -3.1%
  Pol iota inh: 14.6%
#33 CN(C)c1ccc(/C=C/c2sc3ccccc3[n+]2Cc2ccccc2)cc1
  POLK inh: ?
  Pol iota inh: 79.4µM*
#34 CCCCCCCCCCCCCCCC[n+]1ccc(C)cc1
  POLK inh: -13.9%
  Pol iota inh: 12.2%

(next part)
(36) CNc1c(Cl)cc(/C=C2\C=Cc3ccccc32)cc1Cl
(37) c1ccc2nccnc2c1
(38) O=C(C[n+]1cccc(Br)c1)c1cccc([N+](=O)[O-])c1
(39) Cc1cc2c(cc1C)N[C@]1(C[C@H]3CCCC(=O)N4CC[C@@H](C1)[C@@H]34)C(=NCc1ccccc1)N2
(40) O=C(C[n+]1cccc(Br)c1)c1cc(Cl)ccc1Cl

entry no.,36,37,38,39,40
POLK inh,-12.0%,-2.0%,-5.4%,3.7%,-28.0%
Pol iota inh,3.6%,-20.3%,21.5%,27.2%,?

(41) C=C1C=C(C(F)F)n2ncc(C(=O)N3CCCCC3)c2N1
(42) O=C(NC1CCCc2ccccc21)c1cnn2c1NC(=C1CC1)C=C2C(F)F (stereo not drawn)
(43) CN(C)c1ccc(/C=C/c2c3c(nc4ccccc24)CCCC3)cc1
(44) CCc1cnc2ccccc2c1/C=C/c1ccc(N(C)C)cc1
(45) COc1cc(/C=C2/C=Cc3ccccc32)ccc1N(C)C

entry no.,41,42,43,44,45
POLK inh,-23.5%,-15.5%,0.0%,-19.9%,?
Pol iota inh,-4.2%,-3.9%,28.0%,-14.7%,70.8µM*

(46) COc1cc2c(NC3CCN(C)CC3)nc(N3CCCN(C)CC3)nc2cc1OCCCCC(N)=O
(47) O=C(C[N+]1(c2ccccc2)CCOCC1)c1ccccc1
(48) CS(=O)(=O)c1ccc(NC(=O)COc2ccccc2C(=O)Nc2ccccc2)cc1
(49) Cc1nc(Sc2nnnn2C2CC2)c2c(-c3ccccc3)csc2n1
(50) Cc1ccnc2ccc(F)cc12

entry no.,46,47,48,49,50
POLK inh,-1.9%,-1.1%,-6.0%,4.8%,-8.3%
Pol iota inh,-2.3%,-5.3%,12.0%,1.0%,9.5%

(51) O=C(C[n+]1ccccc1Br)c1ccc(I)cc1
(52) O=C1CCc2cc(-c3csc(-c4ccc(O)cc4)n3)ccc2N1
(53) S=c1ncc2n[nH]nc2[nH]1
(54) COc1ccc(/C=c2\[nH]c(=O)/c(=C/c3ccc(OC)c(OC)c3)[nH]c2=O)cc1OC
(55) CC[N+]1(CC(=O)c2ccc(I)cc2)CCCCC1

entry no.,51,52,53,54,55
POLK inh,-3.8%,?,-0.5%,-8.1%,-7.7%
Pol iota inh,15.2%,17.4%,-20.8%,10.7%,5.1%

(56) C[N+]1(CC(=O)c2ccc(Cl)c(Cl)c2)CCOCC1
(57) COc1cc(OC)c(/C=C/c2cc3c4ccccc4ccc3[n+](C)c2)c(OC)c1
(58) COc1ccc2[nH]c(CCc3nc4c(OC)c(OC)ccc4[nH]3)nc2c1OC
(59) Cn1c(SCC(=O)NCc2ccco2)nnc1-c1ccc(NC(=O)c2ccccc2)cc1
(60) CCCCCN(CCCCC)c1ccc(/C=C/c2ccnc3ccccc23)cc1

entry no.,56,57,58,59,60
POLK inh,-23.9%,-0.4%,-2.1%,-6.7%,-11.3%
Pol iota inh,6.4%,1.6%,59.8%[activator],13.8%,-22.6%

(61) COc1cc2nc(CCNCc3ccccc3)nc(NC3CCN(C)CC3)c2cc1OC
(62) COc1cc2nc(N3CCCCC3)nc(NC3CC3)c2cc1OC
(63) C[n+]1c(/C=C/c2ccc(N)cc2)sc2ccccc21
(64) C=C1C=C(C(F)F)n2ncc(C(=O)N3CCN(c4ccccn4)CC3)c2N1
(65) O=Cc1ccc(N2CCOCC2)cc1

entry no.,61,62,63,64,65
POLK inh,-10.0%,-25.9%,-19.7%,-0.9%,-2.1%
Pol iota inh,-2.7%,1.7%,?,9.9%,33.1%[activator]

(66) C[N+]1(CC(=O)c2c3ccccc3cc3ccccc23)CCOCC1
(67) O=C(Cc1ccccc1Cl)NO
(68) CC(C)(C)c1ccc(C(=O)C[n+]2cccc3cc(Cl)ccc32)cc1
(69) COC(=O)C[C@H]1c2cc(F)ccc2S(=O)(=O)N1C1CC1
(70) O=Cc1ccnc2ccccc12

entry no.,66,67,68,69,70
POLK inh,6.8%,7.1%,17.1%,-9.6%,-18.5%
Pol iota inh,0.1%,-9.4%,25.7%,26.2%,7.5%

(71) Cc1cnc2c(C)ccc(C)c2c1/C=C/c1ccc(N(C)C)cc1
(72) OC(Cc1ccc2ccccc2n1)c1ccc(Cl)c(Cl)c1 (stereo not drawn)
(73) Cc1ccc(S(=O)(=O)N2CCN(c3nc(-n4c(=O)[nH]c5ccccc54)nc4ccccc34)CC2)cc1
(74) CCCCCCCCCCN(CCCCCCCCCC)c1ccccc1
(75) Cc1cnc2ccccc2c1/C=C/c1ccc(N(C)C)cc1

entry no.,71,72,73,74,75
POLK inh,-0.6%,6.5%,2.7%,-3.8%,-7.4%
Pol iota inh,-11.4%,13.3%,15.8%,2.2%,23.1%

(76) C#CCN(Cc1ccc(OC)cc1)S(=O)(=O)C=C
(77) COc1cc(N(C)C)c(OC)cc1/C=C1\C=Cc2ccccc21
(78) CC(=O)/C=C/c1ccc2c(c1)S(=O)(=O)N(C1CCCC1)[C@H]2CC(C)=O
(79) CCOC(=O)Nc1ccc(/C=C/c2ccnc3ccccc23)cc1
(80) Cc1cc(O)cc2c1O[C@](C)(CCC(=O)O)CC2

entry no.,76,77,78,79,80
POLK inh,-17.0%,-24.9%,-40.6%,-0.9%,9.4%
Pol iota inh,-15.1%,4.5%,?,-12.2%,-6.4%

(81) COc1cc2nc(N3CCCN(C)CC3)nc(N(C)C)c2cc1OC
(82) O=C(COc1ccccc1C(=O)OCC(=O)Nc1cccc2ccccc12)Nc1ccc(Br)cc1
(83) C[n+]1ccc(/C=C/c2ccc(C=S)cc2)c2ccccc21
(84) CC(C)(C)CC(C)(C)N=C1Nc2ccc([N+](=O)[O-])cc2N[C@]12C[C@H]1CCCC(=O)N3CC[C@@H](C2)[C@@H]13
(85) O=C(Nc1ccc(Br)cn1)c1cnn2c1NC(=C1CC1)C=C2C(F)F

entry no.,81,82,83,84,85
POLK inh,-23.2%,7.9%,-22.9%,5.0%,0.8%
Pol iota inh,?,9.8%,89.1µM*,24.2%,26.6%

(86) CC(Sc1nnc(-c2ccccc2)n1C)C(=O)NCc1ccco1 (stereo not drawn)
(87) OC(C1=C/C(=C\c2ccncc2)c2ccccc21)c1ccncc1 (stereo not drawn)
(88) C=C[C@@H]1c2cc(C)ccc2N(S(=O)(=O)c2ccc(C)cc2)[C@H](c2ccc(C(C)(F)F)cc2)C1(C#N)C#N
(89) Cc1cccc2c(/C=C/c3ccc(N(C)C)cc3)ccnc12
(90) COc1ccc(CN2[C@@H](CC(=O)O)c3ccc(/C=C/C(=O)O)cc3S2(=O)=O)cc1

entry no.,86,87,88,89,90
POLK inh,-7.4%,-22.3%,3.8%,-9.8%,35.5µM*
Pol iota inh,-12.9%,18.1%,29.4%,?,50.1µM*

(91) CN(C)CCCCCCNc1cc(N2CCN(C)CC2)ncn1
(92) CC(C)(C)CC(C)(C)N=C1Nc2ccc(Cl)cc2N[C@]12C[C@H]1CCCC(=O)N3CC[C@@H](C2)[C@@H]13
(93) O=[N+]([O-])c1ccc(/C=C/c2ccnc3ccccc23)c([N+](=O)[O-])c1
(94) CCc1cc[n+](CC(=O)c2ccc(F)cc2)cc1C(=O)O
(95) Cc1ccc(NC(=O)c2cnn3c2NC(=C2CC2)C=C3C(F)F)cc1C
(96) CN(C)c1ccc(/C=C/c2ccc3ccccc3[n+]2[O-])cc1

entry no.,91,92,93,94,95,96
POLK inh,2.2%,-17.3%,7.6%,4.1%,-7.5%,-12.0%
Pol iota inh,6.2%,14.1%,20.1%,13.8%,7.6%,-13.1%
